Assay outcomes as filed in PubChem.
DNA FID counter: counter-screen for HCV NS3 helicase inhibitors: DNA intercalator displacement; 290,000 tested, 0.17% active; inhibition, % at 7.9 µM; DNA fluorescent intercalator displacement, fluorescence; in the data active means inhibition above about 37%;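 further: 0% = vehicle and 100% = reference compound; higher means more ethidium bromide displaced from hairpin DNA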
MEKK3 PB1 HTS: raises or lowers MEK5 binding to the human MEKK3 PB1 domain. Q99759. bead-based flow cytometry, Alexa488-MEK5 binding to MEKK3; actives lie on both sides; 0 = blocked by unlabeled MEK5, 100 = vehicle. binding response (% of control), % at 10 µM. 290,000 tested, 1.4% active. AID 1529;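 active means binding response more than 3 SD above or below the average of its plate-row segment, actives on both sides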;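 further: Alexa488 bead fluorescence after subtracting the streptavidin-only scavenger bead signal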
Target sequence (Q99759 whole entry, looked up, the tested form may be a part): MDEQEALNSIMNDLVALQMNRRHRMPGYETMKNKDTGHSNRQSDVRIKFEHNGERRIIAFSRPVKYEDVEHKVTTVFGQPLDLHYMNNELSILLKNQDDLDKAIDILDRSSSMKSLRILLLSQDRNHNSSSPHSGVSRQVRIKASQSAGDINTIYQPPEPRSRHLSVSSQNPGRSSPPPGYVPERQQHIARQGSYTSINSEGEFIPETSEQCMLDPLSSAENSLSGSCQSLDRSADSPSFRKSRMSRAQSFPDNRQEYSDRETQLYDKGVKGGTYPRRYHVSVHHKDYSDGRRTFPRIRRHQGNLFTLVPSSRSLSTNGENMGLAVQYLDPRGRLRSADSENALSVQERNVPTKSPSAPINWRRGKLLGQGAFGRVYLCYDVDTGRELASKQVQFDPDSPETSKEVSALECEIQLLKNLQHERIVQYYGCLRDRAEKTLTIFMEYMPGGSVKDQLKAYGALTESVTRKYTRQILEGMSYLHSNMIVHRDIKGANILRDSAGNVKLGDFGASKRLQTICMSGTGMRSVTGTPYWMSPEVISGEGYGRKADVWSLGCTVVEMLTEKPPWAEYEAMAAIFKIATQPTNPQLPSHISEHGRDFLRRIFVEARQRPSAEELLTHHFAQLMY
SUMO HTRF inh: inhibitors of human SUMOylation (UBC9) | P63279 | HTRF SUMOylation assay, SAE1/SAE2 + UBC9, in vitro | inhibition, % at 35 µM | 290,000 tested, 0.36% active; in the data active means inhibition above about 50%, passing the limit was not always enough; further: strong numbers were not always called active
Target sequence (P63279 whole entry, looked up): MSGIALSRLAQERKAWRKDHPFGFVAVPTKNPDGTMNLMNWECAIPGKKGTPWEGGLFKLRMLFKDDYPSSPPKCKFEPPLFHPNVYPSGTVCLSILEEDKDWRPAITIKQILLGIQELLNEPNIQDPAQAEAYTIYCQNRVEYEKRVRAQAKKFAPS
PHOSPHO1 block: blocks human PHOSPHO1 phosphatase activity. recombinant PHOSPHO1, absorbance phosphatase assay. inhibition, % at 13.3 µM. 290,000 tested, 1.1% active. AID 1565; in the data active means inhibition above about 60%
Target sequence (Q8TCT1 whole entry, looked up): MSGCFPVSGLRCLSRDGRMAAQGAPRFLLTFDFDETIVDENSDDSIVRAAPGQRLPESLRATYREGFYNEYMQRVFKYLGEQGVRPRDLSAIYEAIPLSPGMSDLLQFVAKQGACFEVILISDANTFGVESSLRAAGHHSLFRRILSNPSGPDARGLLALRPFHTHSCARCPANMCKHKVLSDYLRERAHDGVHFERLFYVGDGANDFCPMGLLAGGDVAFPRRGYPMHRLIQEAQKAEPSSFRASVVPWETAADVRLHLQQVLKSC
VIM-2 inh: inhibitors of Pseudomonas aeruginosa VIM-2 metallo-beta-lactamase; inhibition, % at 5.6 µM; purified VIM-2, nitrocefin hydrolysis, epi-absorbance fluorescence; AID 1527; 290,000 tested, 0.89% active;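 active means inhibition above the mean of all tested compounds plus 3 SD, cutoff set per screening run, cut at about 7.5% in these data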;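 further: red hydrolysis product quenches plate fluorescence so inhibitors raise well fluorescence; 0% = enzyme with DMSO and 100% = DMSO without enzyme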
IDE act: IDE (human) activation, cell-based | P14735 | HEK cells, FAbeta-B cleavage, fluorescence polarization; 0% vehicle, 100% cell-free pure enzyme wells | activation, % at 5.96 µM | 340,000 tested, 0.073% active | AID 493087;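 active means activation above the mean of all tested compounds plus 3 SD, set per screening campaign, cut at about 17% in these data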
p-CIP stab down: p/CIP protein destabilization; Q05BA5; F442A p/CIP-EGFP cells, EGFP fluorescence, 16 h; decrease of EGFP signal, % at 10 µM; 290,000 tested, 0.01% active; AID 1984;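 active means EGFP signal decrease of at least 30% at 10 µM or well 3 SD below plate mean, unless failing retest; inactive means the rest, including hits failing retest or dose response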; further: some compounds called inactive have numbers as strong as hits; many of its hits are not listed in these tables
IMP-1 inhibitor: inhibitors of Pseudomonas aeruginosa IMP-1 metallo-beta-lactamase; purified IMP-1, nitrocefin hydrolysis, epi-absorbance fluorescence; inhibition, % at 5.6 µM; 290,000 tested, 0.45% active; AID 1556;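 active means inhibition above the mean plus 3 SD of all compounds in the same screening run, cut at about 4.5% in these data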;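 further: 0% = IMP-1 with DMSO and 100% = DMSO wells lacking enzyme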
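Material – recombinant IMP-1 enzyme, purified · Amount – IMP-1 0.2 nM before substrate addition · Medium – HEPES buffer pH 7.1 with ZnSO4 and Brij 35 · Timing – 25 °C, 15 min preincubation, 25 min reaction · Measured by – plate fluorescence quenching by hydrolysis product, ex 480/em 530 nm · Read-out – percent enzyme inhibition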
HCV NS3 hel inh: HCV NS3 helicase inhibition; NS3 helicase DNA unwinding, Cy5 molecular beacon fluorescence; inhibition, % at 10.9 µM; 290,000 tested, 0.56% active; AID 1800;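 active means inhibition above the mean of all tested compounds plus 3 SD, set per campaign, cut at about 35% in these data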;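 further: 0% = DMSO wells and 100% = thioflavine S control wells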
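System: Hepatitis C virus NS3 helicase domain fragment enzyme | Reagent: Annealed dual-labelled DNA beacon duplex, ATP-started | Compound dosing: 10.9 µM single point, 0.8% DMSO | Incubation: 1 h reaction at 25 °C, ATP-initiated | Technique: Cy5 fluorescence | Evaluation: Percent inhibition from t60/t0 fluorescence ratio | Benchmarks: Low DMSO, high thioflavine S at 110 µM | Replication: Singlicate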
Starred values were filed as active, the others as inactive.

`CSC1=NCCN1C(=O)Cc1cccc2ccccc12` gave DNA FID counter -1, MEKK3 PB1 HTS 113, SUMO HTRF inh 21, PHOSPHO1 block 23, VIM-2 inh -0.9, IDE act 1, p-CIP stab down 0, IMP-1 inhibitor -2.2 and HCV NS3 hel inh -6.
For NNc1ccc(Cl)c(C(=O)O)c1 the results were DNA FID counter 4, MEKK3 PB1 HTS 100, SUMO HTRF inh 2, PHOSPHO1 block 88*, VIM-2 inh -3.6, IDE act 1, p-CIP stab down 0, IMP-1 inhibitor -3.5 and HCV NS3 hel inh 3.
For CCCCNC(=O)Nc1ccon1 the results were DNA FID counter 6, MEKK3 PB1 HTS 97, SUMO HTRF inh -8, PHOSPHO1 block -1, VIM-2 inh -4.3, IDE act -1, p-CIP stab down 2, IMP-1 inhibitor -3.8 and HCV NS3 hel inh -3.
`COc1ccc(-c2noc(N3CCC(C(=O)NCCCN4CC(C)CC(C)C4)CC3)n2)cc1` (stereo not given) gave DNA FID counter 21, MEKK3 PB1 HTS 106, SUMO HTRF inh 18, PHOSPHO1 block 22, VIM-2 inh -2.3, IDE act -2, p-CIP stab down -1, IMP-1 inhibitor -2.2 and HCV NS3 hel inh -19.
Screening C/C(=N/OC(=O)c1ccc(C)cc1)c1ccc(N2C(=O)C3CCCCC3C2=O)cc1 (stereo not given) returned DNA FID counter -1, MEKK3 PB1 HTS 99, SUMO HTRF inh -21, PHOSPHO1 block 33, VIM-2 inh -0.3, IDE act 6, p-CIP stab down 8, IMP-1 inhibitor -1.8 and HCV NS3 hel inh 4.
Screening CCC[N+]1(CC#CCC(c2ccccc2)c2ccccc2)CCCCC1 returned DNA FID counter 11, MEKK3 PB1 HTS 110, SUMO HTRF inh 18, PHOSPHO1 block 24, VIM-2 inh -1.2, IDE act 1, p-CIP stab down -14, IMP-1 inhibitor -1.4 and HCV NS3 hel inh -53.
Screening Cn1c(=O)[nH]c(=O)c2c1nc(N1CCCCC1)n2C/C=N/Nc1ccc(C(=O)O)cc1 returned DNA FID counter -5, MEKK3 PB1 HTS 84, SUMO HTRF inh 3, PHOSPHO1 block 64*, VIM-2 inh -0.1, IDE act 1, p-CIP stab down -14, IMP-1 inhibitor -4.5 and HCV NS3 hel inh 5.
For COC(=O)CCN(C(=O)c1cccc(OC(C)=O)c1)c1ccccn1 the results were DNA FID counter -5, MEKK3 PB1 HTS 105, SUMO HTRF inh 1, PHOSPHO1 block 19, VIM-2 inh -3.3, IDE act 1, p-CIP stab down -7, IMP-1 inhibitor -3.2 and HCV NS3 hel inh 2.
For COc1ccc(N2CCN(S(=O)(=O)c3ccc4c(c3)OCCO4)CC2)cc1 the results were DNA FID counter -2, MEKK3 PB1 HTS 93, SUMO HTRF inh -2, PHOSPHO1 block 32, VIM-2 inh -2.0, IDE act -4, p-CIP stab down -2, IMP-1 inhibitor 1.2 and HCV NS3 hel inh -6.
O=C(CCC(=O)Nc1ccc(F)cc1)N/N=C/c1cccc(Br)c1 was read as DNA FID counter -8, MEKK3 PB1 HTS 102, SUMO HTRF inh -6, PHOSPHO1 block 42, VIM-2 inh -0.3, IDE act -1, p-CIP stab down -6, IMP-1 inhibitor -3.1 and HCV NS3 hel inh -12.
Screening CC(C)(C)c1ccc(N2C(=N)SCC2=O)cc1 returned DNA FID counter -5, MEKK3 PB1 HTS 104, SUMO HTRF inh 5, PHOSPHO1 block 3, VIM-2 inh -2.8, IDE act 7, p-CIP stab down -8, IMP-1 inhibitor -4.7 and HCV NS3 hel inh 8.
COc1ccc(S(=O)(=O)N(C(C)=O)c2ccc3oc(=O)sc3c2)cc1 was read as DNA FID counter -16, MEKK3 PB1 HTS 103, SUMO HTRF inh -16, PHOSPHO1 block 34, VIM-2 inh -1.9, IDE act -19, p-CIP stab down -2, IMP-1 inhibitor -2.7 and HCV NS3 hel inh 7.
CCOC(=O)N1CCC(NC(=O)c2cc3c(=O)n(C)c4ccccc4c3n2C)CC1 was read as DNA FID counter -23, MEKK3 PB1 HTS 107, SUMO HTRF inh 20, PHOSPHO1 block -1, VIM-2 inh 5.2, IDE act 4, p-CIP stab down -3, IMP-1 inhibitor -3.2 and HCV NS3 hel inh 10.
`CCN(CC)C(=O)c1cc(-c2ccc(Br)cc2)on1` gave DNA FID counter -4, MEKK3 PB1 HTS 109, SUMO HTRF inh 20, PHOSPHO1 block -2, VIM-2 inh -2.6, IDE act 2, p-CIP stab down -8, IMP-1 inhibitor -3.0 and HCV NS3 hel inh 3.
Screening COc1ccc(CN(C(=O)COc2ccccc2)c2ccccc2C(=O)O)cc1 returned DNA FID counter -36, MEKK3 PB1 HTS 108, SUMO HTRF inh 10, PHOSPHO1 block -25, VIM-2 inh -1.6, IDE act -2, p-CIP stab down -15, IMP-1 inhibitor -3.5 and HCV NS3 hel inh 11.
`O=C(N/N=C/c1ccco1)C1(O)c2ccccc2-c2ccccc21` gave DNA FID counter -11, MEKK3 PB1 HTS 102, SUMO HTRF inh 19, PHOSPHO1 block 43, VIM-2 inh -3.7, p-CIP stab down -12, IMP-1 inhibitor -3.2 and HCV NS3 hel inh 11.
COc1ccc2occ(C(=O)c3ccc(N=C(C)N(C)C)cc3)c2c1 was read as DNA FID counter 6, SUMO HTRF inh -4, PHOSPHO1 block 1, VIM-2 inh 1.3, IDE act 4, p-CIP stab down 0, IMP-1 inhibitor -4.5 and HCV NS3 hel inh -3.
`CCOC(=O)N1CCC(N2Cc3cccc(C(=O)N4CC(C)CC(C)C4)c3C2=O)CC1` (stereo not given) gave DNA FID counter -43, MEKK3 PB1 HTS 93, SUMO HTRF inh 8, PHOSPHO1 block -10, VIM-2 inh -3.0, IDE act 2, p-CIP stab down -5, IMP-1 inhibitor -3.9 and HCV NS3 hel inh 3.
For CC(=O)Nc1cc(C(F)(F)F)ccc1OCC1CCCO1 (stereo not given) the results were DNA FID counter 2, MEKK3 PB1 HTS 102, SUMO HTRF inh 12, PHOSPHO1 block 0, VIM-2 inh 1.8, IDE act -5, p-CIP stab down -3, IMP-1 inhibitor -0.5 and HCV NS3 hel inh 1.
Screening Cc1cc(-c2nc3ncccc3o2)ccc1NC(=S)NC(=O)C(C)C returned DNA FID counter -4, MEKK3 PB1 HTS 104, SUMO HTRF inh 9, PHOSPHO1 block 44, VIM-2 inh -2.4, IDE act -1, p-CIP stab down -6, IMP-1 inhibitor -3.2 and HCV NS3 hel inh 3.

The last 2 compounds of the section above are carried over, then new ones follow.
For CC(=O)Nc1cc(C(F)(F)F)ccc1OCC1CCCO1 (stereo not given) the results were DNA FID counter 2, MEKK3 PB1 HTS 102, SUMO HTRF inh 12, PHOSPHO1 block 0, VIM-2 inh 1.8, IDE act -5, p-CIP stab down -3, IMP-1 inhibitor -0.5 and HCV NS3 hel inh 1.
Screening Cc1cc(-c2nc3ncccc3o2)ccc1NC(=S)NC(=O)C(C)C returned DNA FID counter -4, MEKK3 PB1 HTS 104, SUMO HTRF inh 9, PHOSPHO1 block 44, VIM-2 inh -2.4, IDE act -1, p-CIP stab down -6, IMP-1 inhibitor -3.2 and HCV NS3 hel inh 3.
Screening CCn1cnc2cc(NS(=O)(=O)c3ccc(C)cc3)ccc21 returned DNA FID counter -10, MEKK3 PB1 HTS 78, SUMO HTRF inh -3, PHOSPHO1 block 14, VIM-2 inh -3.2, IDE act 5, p-CIP stab down -2, IMP-1 inhibitor -2.9 and HCV NS3 hel inh 4.
O=C(Cn1cc[n+](CC(=O)c2ccc(Cl)cc2Cl)c1)c1ccc(Cl)cc1Cl was read as DNA FID counter 15, MEKK3 PB1 HTS 109, SUMO HTRF inh -12, PHOSPHO1 block 2, VIM-2 inh -2.2, p-CIP stab down 2, IMP-1 inhibitor -2.4 and HCV NS3 hel inh -81.
`O=C(Nc1ccccc1C(=O)N1CCCC1)C1CCN(c2ncccn2)CC1` gave DNA FID counter -19, MEKK3 PB1 HTS 106, SUMO HTRF inh 26, PHOSPHO1 block 17, VIM-2 inh -0.8, IDE act 1, p-CIP stab down -3, IMP-1 inhibitor -2.9 and HCV NS3 hel inh -3.
Screening COC(=O)CCSC(=S)N1CCOCC1 returned DNA FID counter 0, MEKK3 PB1 HTS 91, SUMO HTRF inh 1, PHOSPHO1 block -4, VIM-2 inh -1.4, IDE act 7, p-CIP stab down 0, IMP-1 inhibitor -2.1 and HCV NS3 hel inh -2.
For Cc1cc(C(=O)N/N=C2\CCCC(=O)C2)c(C)n1-c1ccccc1 the results were DNA FID counter -7, MEKK3 PB1 HTS 107, SUMO HTRF inh -2, PHOSPHO1 block 3, VIM-2 inh -4.0, IDE act 6, p-CIP stab down 4, IMP-1 inhibitor -3.0 and HCV NS3 hel inh -1.
For O=C(c1ccccc1)c1nn(-c2ccccc2)c2nnc(Cc3ccccc3)c(=O)n12 the results were DNA FID counter -16, MEKK3 PB1 HTS 100, SUMO HTRF inh -18, PHOSPHO1 block -32, VIM-2 inh -3.4, IDE act 7, p-CIP stab down 4, IMP-1 inhibitor -7.2 and HCV NS3 hel inh -4.
For COC(=O)c1ccc(CNC(=O)COc2ccccc2Br)o1 the results were DNA FID counter -17, MEKK3 PB1 HTS 88, SUMO HTRF inh -11, PHOSPHO1 block -7, VIM-2 inh -3.3, IDE act 0, p-CIP stab down 8, IMP-1 inhibitor -3.6 and HCV NS3 hel inh -10.
CCN(CC)CCCNC(=S)N(CCCO)Cc1cc2cc3c(cc2[nH]c1=O)OCO3 was read as DNA FID counter -3, MEKK3 PB1 HTS 105, SUMO HTRF inh 13, PHOSPHO1 block 8, VIM-2 inh 1.3, IDE act 2, p-CIP stab down -8, IMP-1 inhibitor -2.4 and HCV NS3 hel inh 14.
O=C(Cc1ccccc1)Nc1cccc(NC(=O)c2ccccc2)c1 was read as DNA FID counter -10, MEKK3 PB1 HTS 98, SUMO HTRF inh -7, PHOSPHO1 block 35, VIM-2 inh -0.6, IDE act 3, p-CIP stab down 5, IMP-1 inhibitor 0.9 and HCV NS3 hel inh 6.
Screening Cn1c(-c2ccccc2)nc2cnccc21 returned DNA FID counter 0, MEKK3 PB1 HTS 100, SUMO HTRF inh 15, PHOSPHO1 block 2, VIM-2 inh 0.7, IDE act 3, p-CIP stab down -59, IMP-1 inhibitor -0.4 and HCV NS3 hel inh -5.
For Clc1ccc(Cl)c(OCCN2CCOCC2)c1 the results were DNA FID counter -3, MEKK3 PB1 HTS 96, SUMO HTRF inh 1, PHOSPHO1 block 12, VIM-2 inh 0.1, IDE act 1, p-CIP stab down 6, IMP-1 inhibitor -3.3 and HCV NS3 hel inh 0.
`COc1ccccc1N1CCN(C(=O)C2CCC(CNS(=O)(=O)c3ccc(NC(C)=O)cc3)CC2)CC1` (stereo not given) gave DNA FID counter -55, MEKK3 PB1 HTS 109, SUMO HTRF inh -10, PHOSPHO1 block 33, VIM-2 inh -0.2, IDE act 1, p-CIP stab down 7, IMP-1 inhibitor -1.0 and HCV NS3 hel inh -7.
CCCN(Cc1ccccc1)C(=S)Nc1cccc(C)c1C was read as DNA FID counter 2, MEKK3 PB1 HTS 90, SUMO HTRF inh 14, PHOSPHO1 block 20, VIM-2 inh 1.1, IDE act 0, p-CIP stab down -14, IMP-1 inhibitor 0.2 and HCV NS3 hel inh -6.

Only part of the results is shown (hit frequency here may not be typical).
